# From PubChem
# aSyn yeast inh – alpha-synuclein toxicity inhibition in yeast | Yeast expressing alpha-synuclein, growth rescue, BacTiter-Glo, 24 h | Potency, µM (titrated, usually from 46.1 µM), for the others: at the highest dose growth rescue (activation), hits mostly activators | hit rate 0.14% among 370,000 | AID 652106; note: potency is the fitted concentration of half-maximal effect; % of control where 0% means no effect; nearly all actives have a fitted effect of over 65% in size
#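 Readout is rescue of growth in alpha-synuclein-expressing yeast, so inhibitors of toxicity appear as activators. Growth after 24 hr at 30 deg C in galactose medium is quantified by luminescence.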
# HEK293 tox – cytotoxic in the GLP-1 receptor inverse agonist counter-screen; HEK293 cAMP-luciferase reporter cells, luminescence, 24 h; Potency, µM (highest dose often 38.3 µM), for the others: at the highest dose activity change, negative = inhibition, hits mostly inhibitors; hit rate 0.13% among 410,000;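 note: loss of luciferase light is scored as toxicity; potency is the fitted concentration of half-maximal effect; % is set by controls: 0 for no effect and ±100 for the full control effect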
#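 A 23 nL compound transfer followed 12 hours of cell culture at 37 deg C; exposure then lasted 24 hr. Luciferase assay detection reagent was dispensed and plates read for luminescence after a 12 min room-temperature wait.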
# PTHR1 ag – agonists of human PTHR1 parathyroid hormone receptor; AID 743266; HEK293 GP2 PTHR1 cells, GloSensor cAMP luminescence, 1 h; hit rate 0.075% among 410,000; Potency, µM (doses to about 115 µM), for inactives: at the top dose activation, most hits filed as activators; Q03431; note: potency is the fitted concentration of half-maximal effect; nearly all actives have a fitted effect of over 55% in size; some results filed as inactive show a strong effect at the top dose; inactives centre near -15; many of its hits are not listed in these tables
# Target sequence (Q03431 whole entry, looked up): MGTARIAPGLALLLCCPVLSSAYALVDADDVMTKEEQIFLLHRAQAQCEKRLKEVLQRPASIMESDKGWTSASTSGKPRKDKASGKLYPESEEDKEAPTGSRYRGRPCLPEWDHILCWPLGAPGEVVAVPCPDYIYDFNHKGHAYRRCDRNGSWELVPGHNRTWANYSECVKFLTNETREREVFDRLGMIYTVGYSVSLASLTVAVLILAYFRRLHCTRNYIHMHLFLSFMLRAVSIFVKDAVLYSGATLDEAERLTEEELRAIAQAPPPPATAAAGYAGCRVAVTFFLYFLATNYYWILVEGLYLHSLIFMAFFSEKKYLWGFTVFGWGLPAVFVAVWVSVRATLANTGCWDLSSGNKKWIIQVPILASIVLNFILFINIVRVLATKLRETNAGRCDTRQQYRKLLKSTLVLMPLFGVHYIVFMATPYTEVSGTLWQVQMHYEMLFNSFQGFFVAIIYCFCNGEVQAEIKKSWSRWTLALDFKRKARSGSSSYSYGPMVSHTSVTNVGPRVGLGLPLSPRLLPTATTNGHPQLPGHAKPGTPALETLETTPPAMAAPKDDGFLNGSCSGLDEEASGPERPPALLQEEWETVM
#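 HEK-293-derived GP2 cells expressing PTHR1 and a GloSensor cAMP reporter, 3,000/well, plated overnight, given luciferin plus IBMX (each 0.5 mM as added) for 1 h at 37 °C, then compound for 1 h at 37 °C. Luminescence was read after 15 min at room temperature.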
# Akt phos inh – blocks phosphorylation of Akt; Neuro2A IGF-stimulated pAkt S473 HTRF, 20 min; active compounds read low; activity change, % for hits at 50 µM; hit rate 0.32% among 360,000; in the data active = activity change below about -80%; inconclusive = mostly about -51% to -80%; note: % is set by controls: 0 for no effect and ±100 for the full control effect
#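 Single-point screen (50 µM final compound) in Neuro2A cells stimulated 20 min with 6 nM IGF at 37 deg C. After lysis, Ser473-phosphorylated Akt read by HTRF (ex 330 nm, em 615/665 nm) as the 665/615 ratio.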
# FUS suppressor – rescues growth of FUS-expressing yeast. hit rate 0.24% among 390,000. Potency, µM (titrated, usually from 76.6 µM), without a hit: at the top dose growth rescue (activation), hits mostly activators. S. cerevisiae FUS-expressing, growth rescue, OD600, 24 h;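 note: potency is the fitted concentration of half-maximal effect; plate controls were DMSO vehicle for no effect and reference control for full effect; nearly all actives have a fitted effect of over 55% in size; some results filed as inactive show a strong effect at the top dose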
#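 Yeast expressing FUS under galactose induction, OD 0.005 in 2% galactose medium; compounds in a dilution series, 24 h at 30C. Growth rescue by absorbance at 600 nm; CP55940 positive control, DMSO negative.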
# Abeta yeast res – compounds reversing amyloid beta toxicity in yeast; AID 1347071; yeast expressing A-beta42, growth rescue, OD600, 48 h; response scale: 0% DMSO, 100% iron-clioquinol control; Potency, µM (titrated, usually from 46.1 µM), for the others: at the top dose growth rescue, usual class: activators; hit rate 0.063% among 410,000; note: potency is the fitted concentration of half-maximal effect; nearly all actives have a fitted effect of over 55% in size
#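 Yeast growth medium received pinned compounds, then yeast cells expressing toxic A-beta were added; plates incubated at 30 C for 48 hr. Growth read as absorbance at 600 nm, normalized to DMSO and equimolar FeCl3 plus clioquinol controls.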
# GLP1R inv ag – GLP-1 receptor (human) inverse agonism. Potency, µM (series often up to 38.3 µM), without a hit: at the highest dose activity change, negative = inhibition, usual class: inhibitors. HEK293 GLP-1R CRE-luciferase, luminescence, 24 h; GLP-1R form is constitutively active. hit rate 1.6% among 410,000. P43220. AID 624417; note: potency is the fitted concentration of half-maximal effect; % is set by controls: 0 for no effect and ±100 for the full control effect; nearly all actives have a fitted effect of over 55% in size
# Target sequence (P43220 whole entry, looked up): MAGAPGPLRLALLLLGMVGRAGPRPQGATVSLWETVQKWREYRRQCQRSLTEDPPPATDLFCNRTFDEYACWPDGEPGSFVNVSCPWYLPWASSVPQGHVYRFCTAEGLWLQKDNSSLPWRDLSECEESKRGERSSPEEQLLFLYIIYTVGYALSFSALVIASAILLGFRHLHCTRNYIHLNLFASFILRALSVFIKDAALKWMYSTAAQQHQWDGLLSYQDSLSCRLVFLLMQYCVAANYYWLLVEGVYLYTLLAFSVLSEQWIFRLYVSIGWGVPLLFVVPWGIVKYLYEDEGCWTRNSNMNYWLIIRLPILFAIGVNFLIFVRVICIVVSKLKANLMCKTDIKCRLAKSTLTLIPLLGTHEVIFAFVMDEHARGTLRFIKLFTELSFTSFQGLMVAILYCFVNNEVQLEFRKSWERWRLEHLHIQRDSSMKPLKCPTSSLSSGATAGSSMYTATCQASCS
#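 qHTS in 1536-well format: reporter HEK293 cells expressing constitutive GLP-1R activity in DMEM + 10% Nu serum, 24 hr with compounds at 37 deg C, luminescence read after 12 min with detection reagent.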
# TDP-43 yeast inh – rescues yeast growth from TDP-43 toxicity. TDP-43 expressing yeast growth rescue, BacTiter-Glo, 24 h. hit rate 1.8% among 410,000. Potency, µM (titrated, usually from 46.1 µM), inactives show at the highest dose growth rescue (activation), actives largely listed as activators; note: potency is the fitted concentration of half-maximal effect; % of control where 0% means no effect; nearly all actives have a fitted effect of over 50% in size
#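 Yeast cells expressing TDP-43 under galactose induction are exposed to compounds for 24 hr at 30 deg C. BacTiter-Glo luminescence measures growth, so protective compounds score as activators.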
# MmCpn inh – blocks the Methanococcus maripaludis chaperonin Mm-Cpn | purified Mm-Cpn ATPase, ADP Transcreener TR-FRET | Potency, µM (highest dose often 76.9 µM), for the others: at the top dose activity, negative = inhibition, hits mostly inhibitors | hit rate 0.031% among 330,000 | AID 504842; note: potency is the fitted concentration of half-maximal effect; % is set by controls: 0 for no effect and ±100 for the full control effect; nearly all actives have a fitted effect of over 80% in size
#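 Quantitative HTS used 25 nM Mm-CPN and 10 uM ATP in magnesium/KCl Tris buffer, pH 7.4, with 1 mM DTT. Hydrolysis ran 30 min at 37°C; ADP was read by HTRF.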
# * marks the source's active call; other numbers are inactive results; i = inactive; ? = inconclusive; · = not tested or not shown; & = joins results of further samples; [ ] = remark or other dose. Unless noted, calls come from the whole dose curve; as a rule, active = well fitted curve in the direction sought with a large enough effect; inconclusive = small, poorly fitted or top-dose-only effect, or another doubt; inactive = no such curve, though single readings can be large; an effect the other way counts as inactive or inconclusive. A portion of the library; the hit share may differ from the screen's.
nr	Structure	aSyn yeast inh	HEK293 tox	PTHR1 ag	Akt phos inh	FUS suppressor	Abeta yeast res	GLP1R inv ag	TDP-43 yeast inh	MmCpn inh
1	CCOc1ccc2nc(SCC(=O)NC(=O)NCc3ccco3)[nH]c2c1	-5%	-10%	i	i	17%	12%	?	8%	2%
2	CC1(C(=O)NCc2cccc(C(F)(F)F)c2)CCN1C1Cc2ccccc2C1 (stereo not given)	11%	4%	-7%	i	0%	2%	13µM*	22%	·
3	COc1ccc(S(=O)(=O)N2CCCCCC2)cc1C(=O)N(C)Cc1ccc(OC)c(OC)c1OC	0%	-15%	-81%[inhibitor]	i	12%	14%	-3%	9%	-2%
4	COCCNC(=O)c1onc(CSc2nc3ccccc3[nH]2)c1C(=O)NCCOC	2%	-14%	-17%	i	-5%	-5%	3%	9%	-2%
5	Cc1ccc2nc(Cn3cc(C(F)(F)F)cc(Cl)c3=O)cc(=O)n2c1	3%	8%	i	i	16%	-19%	0%	-30%[inhibitor]	2%
6	CCOC(=O)c1c(-c2ccccc2)csc1NC(=O)c1cc(-c2ccc(C)c(F)c2)on1	·	-2%	-8%	·	-28%	1%	5%	19%	·
7	O=C(O)CCC(=O)N1CCN(c2ccccn2)CC1	-8%	5%	-16%	i	·	2%	0%	8%	-3%
8	O=C(c1ccc(OC2CCN(CCc3ccccc3)CC2)cc1)N1CCCC1	0%	-3%	7%	i	·	0%	?	-20%	-1%
9	Nn1c(SCC(=O)N2CCOCC2)nnc1-c1cccnc1	-1%	-3%	i	i	-22%	0%	0%	15%	-5%
10	CC1CCN(c2nc3c(c(=O)[nH]c(=O)n3C)n2Cc2ccccc2Cl)CC1	-10%	-24%	-5%	i	-14%	-17%	-4%	17%	1%
11	COc1cc(NC(=O)COC(=O)CSc2ccccc2F)c(C)cc1[N+](=O)[O-]	12%	-21%	-20%	i	-35%	-4%	1%	7%	1%
12	O=C(OC(C(=O)Nc1cccc(C(F)(F)F)c1)c1ccccc1)C1CCCCC1 (stereo not given)	8%	-24%	-35%[inhibitor]	i	·	?	?	0%	0%
13	Cn1cc(CC(=O)NCCN2CCOCC2)c2ccccc21	3%	-14%	-18%	i	8%	-13%	-28%	4%	1%
14	CCCN1CCN(CCCNC(=O)c2cc3c(=O)[nH]c4ccccc4c3s2)CC1	11%	?	i	i	-9%&-6%	0%&-2%	?	-15%&-2%	0%
15	Cc1cccc(NC(=O)C(=O)NCC2CCCN2S(=O)(=O)c2cccs2)c1C (stereo not given)	-8%	5%	-2%	i	20%	-2%	-13%	4%	3%

# A run of entries of the results above, as a working copy:
nr	Structure	aSyn yeast inh	HEK293 tox	PTHR1 ag	Akt phos inh	FUS suppressor	Abeta yeast res	GLP1R inv ag	TDP-43 yeast inh	MmCpn inh
1	CCOc1ccc2nc(SCC(=O)NC(=O)NCc3ccco3)[nH]c2c1	-5%	-10%	i	i	17%	12%	?	8%	2%
2	CC1(C(=O)NCc2cccc(C(F)(F)F)c2)CCN1C1Cc2ccccc2C1 (stereo not given)	11%	4%	-7%	i	0%	2%	13µM*	22%	·
3	COc1ccc(S(=O)(=O)N2CCCCCC2)cc1C(=O)N(C)Cc1ccc(OC)c(OC)c1OC	0%	-15%	-81%[inhibitor]	i	12%	14%	-3%	9%	-2%
4	COCCNC(=O)c1onc(CSc2nc3ccccc3[nH]2)c1C(=O)NCCOC	2%	-14%	-17%	i	-5%	-5%	3%	9%	-2%
5	Cc1ccc2nc(Cn3cc(C(F)(F)F)cc(Cl)c3=O)cc(=O)n2c1	3%	8%	i	i	16%	-19%	0%	-30%[inhibitor]	2%
6	CCOC(=O)c1c(-c2ccccc2)csc1NC(=O)c1cc(-c2ccc(C)c(F)c2)on1	·	-2%	-8%	·	-28%	1%	5%	19%	·
7	O=C(O)CCC(=O)N1CCN(c2ccccn2)CC1	-8%	5%	-16%	i	·	2%	0%	8%	-3%
8	O=C(c1ccc(OC2CCN(CCc3ccccc3)CC2)cc1)N1CCCC1	0%	-3%	7%	i	·	0%	?	-20%	-1%
9	Nn1c(SCC(=O)N2CCOCC2)nnc1-c1cccnc1	-1%	-3%	i	i	-22%	0%	0%	15%	-5%

# Next part
nr	Structure	aSyn yeast inh	HEK293 tox	PTHR1 ag	Akt phos inh	FUS suppressor	Abeta yeast res	GLP1R inv ag	TDP-43 yeast inh	MmCpn inh
16	COc1ccc(/C=N/NC(=O)CCSc2nc3ccccc3s2)cc1OC	9%	-43%	-10%	i	32%	1%	2%	6%	0%
17	COC(=O)c1ccc2nc(-c3ccc(C)cc3)c(Cc3cccc(Cl)c3)n2c1	4%	0%	-18%	i	33%	-22%	?	22µM*	·
18	CC(NC(=O)c1ccc(F)cc1)c1nc2ccccc2[nH]1 (stereo not given)	·	-2%	i	·	-39%	4%	-13%	13%	·
19	COc1ccc(CCC(=O)NCc2ccc3c(c2)CCN3C(=O)c2ccc(C)cc2)cc1	·	-10%	-12%	·	12%	2%	-11%	2%	·
20	CCC(C)NC(=O)C(=O)NCC1CCCN1CC (stereo not given)	-3%	1%	-22%	i	-21%	0%	2%	?	0%
21	COc1ccc(C(c2nnnn2C2CCCCC2)N2CCN(c3ccc(OC)cc3)CC2)cc1 (stereo not given)	12%	-6%	i	i	?	1%	?	1%	0%
22	CCC(C)NC(=O)NC1C(NC(=O)NC(C)CC)N(C)C(=O)N1C (stereo not given)	1%	-5%	-9%[57.5 µM]	i	-2%	12%	0%	-6%	0%
23	Cc1ccc(NC(=O)CNC(=O)C2CCCCC2)nc1	0%	-1%	-12%	i	-19%	2%	26%	-3%	-4%
24	O=C1C=C(O)C(n2cncn2)C(c2ccc(F)cc2)C1 (stereo not given)	1%	-16%	-13%	i	10%	11%	9%	·	-1%
25	COC(=O)C1CSc2[nH]c(=O)sc2C1c1ccc(O)c(OC)c1 (stereo not given)	2%	-11%	i	i	13%	-6%	7%	9%	-2%
26	Oc1c(C=Nc2cccnc2)sc2ccccc12	-27%	-28%	-8%[57.5 µM]	i	18%	-8%	-15%	-8%	-6%
27	COc1ccc(-c2cn3nc(N4CCC(C(=O)Nc5ccccc5OC)CC4)sc3n2)cc1	·	13%	-8%	·	18%	-5%	16%	6%	·
28	COc1ccc(CCNC(=O)COC(=O)c2ccc(Br)o2)cc1	-2%	-8%	i	i	0%	19%	0%	?	1%
29	CCc1nnc(NC(=O)CSc2nnc(-c3ccoc3C)n2-c2cccc(C)c2)s1	10%	65%[activator]	-29%	i	?	14%	9%	2%	0%
30	COc1ccc(OCCCC(=O)OCC(=O)Nc2ccc(Cl)cn2)cc1	1%	18%	-3%	i	11%	4%	14%	0%	-25%
31	COc1ccc(CCN(C)C(=O)c2cccc(S(=O)(=O)NCc3ccccc3)c2)cc1OC	-2%	-7%	-37%[inhibitor]	i	16%	-1%	0%	11%	?
32	O=C1C(Oc2ccccc2)C(c2ccc3c(c2)OCO3)N1CCc1ccc(F)cc1 (stereo not given)	-2%	-5%	0%	i	·	-10%	0%	-25%	0%
33	Cc1cccn2c(=O)cc(COc3cccc(NC(=O)Nc4cccc(Cl)c4)c3)nc12	·	-4%	i	·	5%	-17%	-12%	-15%	·
34	CC1=C(c2ccc(C)c(C)c2)S(=O)(=O)N=C1N1CCC(C(=O)N2CCC(C(N)=O)CC2)CC1	·	-2%	-20%	·	-7%	3%	5%	19%	·
35	COc1ccc(/C=N/NC(=O)c2ccccc2O)cc1Cn1nnc2ccccc21	2%	-10%	-23%	i	-13%	10%	-17%	10%	0%
36	NS(=O)(=O)c1ccc(CCNC(=O)COC(=O)CCSc2ccc(Cl)cc2)cc1	8%	8%	i	i	21%	-4%	4%	12%	-2%
37	Cc1cnc2nc(-c3ccccc3)ccc2c1	-6%	4%	-5%	i	-8%	-15%	-24%	0%	·
38	COC(=O)c1cnc2c(c1C(=O)OC)c(=O)n(C)c(=O)n2C	-9%	-15%	-20%	i	·	4%	15%	15%	-1%
39	COc1ccccc1C1=Nn2c(nc3sc(C(=O)Nc4ccccc4Cl)c(C)c3c2=O)SC1	·	6%	i	·	17%	-4%	1%	10%	·
40	Cc1cccc(NC(=O)C2COc3ccccc3O2)n1 (stereo not given)	-2%	14%	i	i	7%	-7%	3%	2%	-2%
41	COc1ccc2[nH]c3c(=O)n(Cc4ccc(C(=O)NCC5CCCO5)cc4)c(=S)[nH]c3c2c1 (stereo not given)	-5%	3%	3%	i	5%	-11%	34%[activator]	1%	-5%
42	COc1cc(-c2coc3c(C(=O)NCc4ccc(N(C)C)cc4)cccc23)ccc1O	25%	-14%	-26%	i	?	-7%	-28%	0%	·
43	O=C(CN1C(=O)NC(c2ccccc2)(c2ccccc2)C1=O)NC1CCCC1	-6%	1%	i	i	-14%	-3%	-24%	16%	-1%
44	Cc1ccc2nc(N3CCN(c4ccccc4)CC3)c3nnnn3c2c1	·	-3%	18%	·	21%	-8%	2%	10%	·
45	Cc1ccc(OCC(=O)Oc2ccc(C(C)C)cc2)cc1	-14%	13%	i	i	4%	-13%	5%	-20%	-5%
46	N#Cc1cccc(NC(=O)C2CCCN(C(=O)c3ccc(Cl)cc3)C2)c1 (stereo not given)	11%	-30%	-12%	i	13%	-3%	?	7%	1%
